Compound activity deposited in PubChem by several laboratories.
M4 antag: human M4 muscarinic receptor antagonists, primary screen, CHO cells, Fluo-8 calcium fluorescence; Muscarinic acetylcholine receptor M4 (Homo sapiens), P08173; CHO-hM4 cells, ACh EC80; inhibition, % at 3 µM; hit rate 0.73% among 360,000;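 active = inhibition above its plate's cutoff, the mean inhibition of sample wells plus 3 SD, cut at about 27% in these data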;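 also: 0% = acetylcholine EC80 with DMSO and 100% = DMSO without agonist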
M1 antag: human M1 muscarinic receptor antagonists, primary screen, CHO-K1 cells, Fluo-8 calcium fluorescence, 1536-well | Muscarinic acetylcholine receptor M1 (Homo sapiens), P11229 | CHO-K1 hM1, ACh EC80 antagonist | inhibition, % at 3 µM | hit rate 1.3% among 360,000;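 active = percent inhibition above its own plate's cutoff, namely the mean of that plate's compound wells plus 3 SD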;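 also: peak over basal fluorescence ratio during 140 s after agonist addition; 0% = ACh EC80 plus DMSO and 100% = DMSO alone without agonist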
Target sequence (P11229 whole entry, looked up): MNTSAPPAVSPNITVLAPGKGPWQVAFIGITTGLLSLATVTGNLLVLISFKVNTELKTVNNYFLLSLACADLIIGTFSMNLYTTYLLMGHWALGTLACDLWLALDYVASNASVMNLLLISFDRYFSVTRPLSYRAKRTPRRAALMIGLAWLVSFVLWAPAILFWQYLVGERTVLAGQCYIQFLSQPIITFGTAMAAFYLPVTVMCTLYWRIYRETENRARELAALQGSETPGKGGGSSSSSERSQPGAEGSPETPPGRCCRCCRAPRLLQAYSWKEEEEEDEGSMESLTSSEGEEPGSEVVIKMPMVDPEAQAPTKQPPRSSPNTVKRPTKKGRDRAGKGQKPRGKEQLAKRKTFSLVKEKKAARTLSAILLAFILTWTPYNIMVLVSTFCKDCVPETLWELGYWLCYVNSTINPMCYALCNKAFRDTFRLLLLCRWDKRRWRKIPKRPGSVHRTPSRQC
M4 PAM: human M4 muscarinic receptor positive allosteric modulators, primary screen, CHO-K1 cells, Fluo-8 calcium fluorescence; activation, % at 3 µM; CHO-K1 hM4/Gqi5, ACh EC20; 0% = ACh EC20, 100% = maximal ACh; hit rate 0.4% among 360,000;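 active = activation above its plate's cutoff, the mean activation of sample wells plus 3 SD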; also: some results filed as inactive read as strong as hits
M4 ag: human M4 muscarinic receptor agonists, primary screen, CHO-K1 cells, Fluo-8 calcium fluorescence; CHO-K1 hM4/Gqi5; vehicle 0%, full acetylcholine response 100%; Muscarinic acetylcholine receptor M4 (Homo sapiens), P08173; AID 624127, 2012; hit rate 0.14% among 360,000; activation, % at 3 µM;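 active = activation above the run mean over all test wells plus 3 SD, cut at about 32% in these data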;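 also: peak over basal fluorescence ratio per well then scaled between controls; 0% = DMSO wells and 100% = acetylcholine at EC100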
M5 ag: human M5 muscarinic receptor agonists, primary screen, CHO-K1 cells, Fluo-8 calcium fluorescence; Muscarinic acetylcholine receptor M5 (Homo sapiens), P08912; CHO-K1 hM5 cells; 0% DMSO wells, 100% maximal acetylcholine response; activation, % at 3 µM; hit rate 0.19% among 360,000;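 active = activation above the run's mean over test compounds plus 3 SD, cut at about 23% in these data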;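 also: signal is peak over basal fluorescence ratio across the kinetic read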
Target sequence (P08912 whole entry, looked up): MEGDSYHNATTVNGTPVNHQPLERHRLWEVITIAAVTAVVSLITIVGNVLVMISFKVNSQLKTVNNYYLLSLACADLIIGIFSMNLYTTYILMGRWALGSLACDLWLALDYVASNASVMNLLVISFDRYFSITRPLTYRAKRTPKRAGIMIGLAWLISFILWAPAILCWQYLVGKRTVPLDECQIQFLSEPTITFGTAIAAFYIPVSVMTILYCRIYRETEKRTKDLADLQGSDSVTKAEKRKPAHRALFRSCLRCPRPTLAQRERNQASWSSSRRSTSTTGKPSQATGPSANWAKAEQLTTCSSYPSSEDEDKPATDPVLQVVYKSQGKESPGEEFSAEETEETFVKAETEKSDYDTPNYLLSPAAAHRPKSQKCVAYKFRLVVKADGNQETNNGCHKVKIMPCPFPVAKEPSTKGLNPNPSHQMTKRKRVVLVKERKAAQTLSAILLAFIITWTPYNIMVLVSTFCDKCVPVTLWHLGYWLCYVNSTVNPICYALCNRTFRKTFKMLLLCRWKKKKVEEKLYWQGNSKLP
CHRM1 PAM: human M1 muscarinic receptor positive allosteric modulators, primary screen, CHO-K1 cells, Fluo-8 calcium fluorescence, 1536-well. CHO-K1 hM1, ACh EC20; 0% = ACh EC20, 100% = maximal ACh. activation, % at 3 µM. Muscarinic acetylcholine receptor M1 (Homo sapiens), P11229. hit rate 0.088% among 360,000; in the data active = activation above about 19%, passing the limit was not always enough
M5 PAM: human M5 muscarinic receptor positive allosteric modulators, primary screen, CHO-K1 cells, Fluo-8 calcium fluorescence; Muscarinic acetylcholine receptor M5 (Homo sapiens), P08912; CHO-K1 hM5, ACh EC20 PAM; 0% = ACh EC20, 100% = ACh EC100; activation, % at 3 µM; hit rate 0.3% among 360,000;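 active = activation above the run cutoff, the mean activation of all test compounds plus 3 SD, cut at about 18% in these data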
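System: CHO-K1 cell line with stable human muscarinic M5 receptor expression | Also added: EC20 acetylcholine as agonist stimulus | Compound: One concentration, 3 µM final (nominal) | Timing: Fluo-8 loading 80 min at 37 °C plus 30 min room temperature | Measured by: Fluo-8 calcium dye fluorescence, kinetic read | Read-out basis: % activation, ACh-normalized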
CRFBP-R2 agonist: agonists of CRF-BP/CRF-R2 complex, primary screen, cell-based, HEK293, calcium dye fluorescence, uHTS. CRF-binding protein / CRF receptor 2 complex (human). calcium dye fluorescence (FLIPR); percent of saturating CRF peptide response. activation, % at 13.2 µM. hit rate 0.46% among 350,000. AID 588473, 2011;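 active = activation of at least 50%, plus an integration ratio under a set limit after plate pattern correction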;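 also: plate controls were neutral control wells without compound for no effect and CRF at EC100 for full effect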
CHRM5 antagonist: human M5 muscarinic receptor antagonists, primary screen, CHO cells, Fluo-8 calcium fluorescence. inhibition, % at 3 µM. Muscarinic acetylcholine receptor M5 (Homo sapiens), P08912. CHO-hM5 cells, ACh EC80. hit rate 0.59% among 360,000. AID 624040, 2012;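 active = inhibition above a per-plate cutoff, the mean of that plate's test compounds plus 3 SD, cut at about 27% in these data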;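 also: 0% = acetylcholine EC80 with DMSO and 100% = DMSO without agonist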
The depositor's hits bear a star; · = not tested or not shown.

SMILES	M4 antag	M1 antag	M4 PAM	M4 ag	M5 ag	CHRM1 PAM	M5 PAM	CRFBP-R2 agonist	CHRM5 antagonist
COC(=O)N/N=C/c1ccc(OS(=O)(=O)c2ccc(C)cc2)c(OC)c1	-10	-11	-1	5	-3	3	-10	-1.4	1
CCc1c(C)sc(NC(=O)OC)c1C(=O)N1CCCCC1	14	-5	1	1	0	2	-3	3.2	-1
COc1cc(C(=O)Nc2cc3c4c(c2)CC(=O)N4CCC3)cc(OC)c1OC	3	-3	0	-2	0	3	4	-0.7	1
Cc1nc(N2CCN(S(=O)(=O)c3ccccc3)CC2)c2cc(-c3ccccc3)sc2n1	-1	7	-3	5	2	1	2	13	1
O=S(=O)(c1ccc2c(c1)C(=NO)c1cc(S(=O)(=O)N3CCCCC3)ccc1-2)N1CCCCC1	-4	-12	7	1	-1	6	1	-1.0	-1
CC(=O)c1ccc(NC(=O)CSc2nnc(C3CC3)n2C)cc1	-11	-5	-7	0	-1	-1	-2	0.1	4
Cn1c(=O)[nH]c(=O)c2c1nc(CN1CCN(Cc3ccccc3)CC1)n2CC(N)=O	-4	-8	1	0	-1	9	3	0.4	3
Cn1nnnc1SCC(=O)N1CCN(C(c2ccccc2)c2ccccc2)CC1	-6	-2	5	0	-13	-6	-2	-1.1	0
CCOc1ccc(S(=O)(=O)Nc2ccc(OC)nc2)cc1	-17	4	-7	11	4	-5	-7	5.3	5
O=C1c2cccc3cccc(c23)C(=O)N1Cc1cccnc1	10	3	-2	-2	-1	0	-1	-1.0	7
CC1(C)Nc2cccc3cccc(c23)N1	-10	-5	2	0	3	5	2	-0.6	2
O=C(COc1ccccc1[N+](=O)[O-])N(C1CCCCC1)C1CCS(=O)(=O)C1 (stereo not drawn)	-7	-7	5	1	4	6	-4	0.1	6
CCc1c(C)sc(NC(=O)c2cccs2)c1C#N	5	-8	-6	5	6	1	-9	1.8	9
Cc1ccc(C(=O)Nc2ccc(C(=O)N/N=C/c3ccccn3)cc2)cc1	-8	-6	-6	12	-2	3	-7	-1.5	12
COc1ccc(S(=O)(=O)NCCc2ccncc2)cc1	6	-3	1	0	0	4	-4	-0.2	8
Cc1ccc(-c2csc(NC(=O)CSc3ncn(-c4ccccc4)n3)n2)cc1	6	6	-8	0	-7	-3	-9	0.5	4
Cc1cc(C)c2c(CN3CCC(C)CC3)cc(=O)oc2c1	3	4	3	-1	-1	-4	-5	0.5	-5
Cc1sc2ncnc(N(C)Cc3cccs3)c2c1C	-3	16	7	4	-4	-7	-4	2.5	-6
CCOC(=O)c1ccccc1NC(=O)C1CSC2(C)CCC(=O)N12 (stereo not drawn)	1	-16	16	1	-2	7	-1	0.8	0
O=C(O)c1ccc(S(=O)(=O)N(Cc2ccccc2)C2CCCCC2)cc1	2	-5	-1	0	-2	10	-4	1.6	5
Cc1ccc(S(=O)(=O)Nc2ccc3c(c2)n(C)c(=O)n3C)cc1	-4	-4	-1	5	-2	0	-2	-1.1	-1
CC(C)NCC(O)COc1ccc2c(c1)CCC2 (stereo not drawn)	11	-2	-4	1	-2	1	5	1.1	-3
Cc1cc(C)c(N=Cc2c(O)c3ccccc3oc2=O)c(C)c1	-2	-9	-3	0	1	4	6	0.2	-5
C=C(C)C(=O)Nc1cccc(C2=NOC3(C2)C[C@@H](C(N)=O)N(C(=O)C(=C)C)C3)c1 (stereo partly drawn)	-11	-4	4	1	3	7	9	1.2	6
COC(=O)c1ccc(NC(=O)C2CC(=O)N(c3ccc(C)cc3)C2)cc1 (stereo not drawn)	3	11	-4	0	-5	-6	-2	-0.1	11
Cc1c(OCC(=O)NCC2CCC(C(=O)O)CC2)ccc2c(-c3ccccc3)cc(=O)oc12 (stereo not drawn)	-7	-5	2	1	3	2	-5	1.7	11
Cc1cccc(-n2ncc3c2CCCC3NC(=O)c2ccc[n+]([O-])c2)c1C (stereo not drawn)	14	-6	-3	1	-2	5	6	-3.2	0
COc1cccc(CN(C)C(=O)CN2C(=O)NC3(CCCc4ccccc43)C2=O)c1 (stereo not drawn)	-2	-2	6	2	2	8	1	-0.6	7
O=C(CN1C(=O)NC2(CCCC2)C1=O)Nc1ccccc1N1CCCC1	1	-15	-3	2	1	12	-7	-1.2	0
COc1ccc(-c2ccc(SCC(=O)NC3CCCC3)nn2)cc1	-10	-21	9	1	1	9	5	0.9	-7

Quoted at random: five compounds from above.
SMILES	M4 antag	M1 antag	M4 PAM	M4 ag	M5 ag	CHRM1 PAM	M5 PAM	CRFBP-R2 agonist	CHRM5 antagonist
CC(C)NCC(O)COc1ccc2c(c1)CCC2 (stereo not drawn)	11	-2	-4	1	-2	1	5	1.1	-3
O=C(CN1C(=O)NC2(CCCC2)C1=O)Nc1ccccc1N1CCCC1	1	-15	-3	2	1	12	-7	-1.2	0
Cc1c(OCC(=O)NCC2CCC(C(=O)O)CC2)ccc2c(-c3ccccc3)cc(=O)oc12 (stereo not drawn)	-7	-5	2	1	3	2	-5	1.7	11
Cc1cccc(-n2ncc3c2CCCC3NC(=O)c2ccc[n+]([O-])c2)c1C (stereo not drawn)	14	-6	-3	1	-2	5	6	-3.2	0
COC(=O)c1ccc(NC(=O)C2CC(=O)N(c3ccc(C)cc3)C2)cc1 (stereo not drawn)	3	11	-4	0	-5	-6	-2	-0.1	11

Later entries
SMILES	M4 antag	M1 antag	M4 PAM	M4 ag	M5 ag	CHRM1 PAM	M5 PAM	CRFBP-R2 agonist	CHRM5 antagonist
COC(=O)c1ccccc1Oc1c(F)c(F)nc(N2CCOCC2)c1F	2	5	-16	-1	-7	-16	-10	-1.9	16
Cc1csc(NC(=O)CSc2nnc(-c3ccco3)n2C)n1	-3	-11	5	2	-2	12	7	1.0	2
COc1ccc(NC(=O)C2CC(c3cccc(Br)c3)=NO2)cc1OC (stereo not drawn)	-1	-3	-2	2	4	5	-2	-4.5	8
COc1ccc(-c2[nH]ncc2CN2CCN(c3ccc(F)cc3)CC2)cc1	-7	-11	-3	2	3	7	7	1.8	5
O=S(=O)(c1cccc2cccnc12)N1CCCc2ccccc21	-3	2	-4	1	0	-1	3	-0.2	4
O=C(CCC1CCCCC1)Nc1cccnc1	-3	-33	11	1	-1	7	5	-0.6	-6
COc1ccc(CCN=C(N)NS(=O)(=O)c2ccc3ccccc3c2)cc1	6	-6	-5	0	-5	11	5	-0.5	1
CC(/C=N/Nc1nc2ccccc2[nH]1)=C\c1ccccc1	2	-4	-13	3	-5	3	-12	0.0	-12
Cc1c(NC(=O)c2ccc(CN3CCc4ccccc4C3)cc2)c(=O)n(-c2ccccc2)n1C	-4	-3	-2	2	-2	4	1	-0.9	-3
COc1ccccc1-c1noc(-c2ccncc2)n1	-13	-3	3	2	-4	1	3	-1.3	-9
O=S(=O)(c1ccc(NC(=S)N/N=C/c2ccc(N3CCOCC3)cc2)cc1)N1CCOCC1	12	-10	-14	2	-1	-6	-6	-1.5	7
COc1ccccc1NC(=O)c1cc(S(=O)(=O)N2CCC3(CC2)OCCO3)ccc1F	-5	-6	0	0	-1	6	0	-0.2	-6
CN(C)[C@@H]1CCC[C@H]1OC(=O)C(c1ccccc1)c1ccccc1	20	92*	-14	0	-8	-26	-19	-2.0	53*
CC1CCC(NC(=O)C2c3ccccc3C(=O)N2CCCN2CCOCC2)CC1 (stereo not drawn)	2	-1	-2	0	2	3	12	-0.3	-7
O=C(C(c1ccccc1)c1ccccc1)N1CCN(Cc2ccncc2)CC1	6	4	8	0	-4	-1	-2	-1.7	-3
O=S(=O)(Nc1ccc(C(O)(C(F)(F)F)C(F)(F)F)cc1)c1cccc2cccnc12	-3	-4	4	4	1	-2	-2	·	4
O=C1NC2(CCCCC2)OC12CCCCC2	-2	-6	0	1	-1	2	4	2.2	13
COC(=O)c1ccc(N2Cc3ccccc3/C2=N\C(=O)Nc2ccccc2)cc1	0	-8	3	0	-2	5	0	-2.6	3
CCn1c(C)c(C(=O)c2ccccc2)c(C#N)c1C(=O)O	6	-9	1	2	-4	7	-4	-3.7	0
Cc1ccc(CNC(=O)CSCC(=O)O)cc1	5	-14	0	0	-5	-3	4	0.2	-4
Clc1ccsc1-c1csc(-c2cccnc2)n1	0	6	12	-1	-3	-3	4	0.5	8
CCC1=Nc2ccc(Br)cc2C(c2ccccc2)N1CC(=O)OC (stereo not drawn)	1	-7	-4	1	-2	0	12	-2.9	-9
Cc1ccc(CNC(=O)CC(C)S(=O)(=O)c2ccc3c(c2)NC(=O)CO3)cc1 (stereo not drawn)	-9	5	-4	4	1	-4	0	1.2	3
O=C(NCc1ccc2c(c1)OCO2)c1cc2c(s1)CS(=O)(=O)C2	0	4	4	1	2	6	-3	11	-1
CCCc1ccc(OCc2ccc(C(=O)Nc3cccc(C)n3)o2)c(OC)c1	-12	-13	11	1	-1	8	4	3.4	-8
CCc1ccccc1OCCCOc1ccc(OC)cc1	-11	7	4	-2	-1	-4	-2	-1.3	4
O=C(NNC(=S)Nc1ccccc1Cl)c1ccncc1	2	-8	0	0	0	4	8	-0.8	-6
O=C(CCN1CCCCCC1)Nc1cccc(Cl)c1	-1	14	-6	3	-3	-10	-3	-0.9	-3
COC(=O)c1cc(COC(=O)CNC(=O)c2cccc(C)c2)oc1C	8	4	1	2	1	1	-1	-1.9	5
O=C(NCCc1ccccc1)C1CC(=O)N(C2CCCCC2)C1 (stereo not drawn)	7	1	-1	1	2	1	0	-1.6	6
CC12CCC(c3nnc(SCc4ccc(Cl)cc4)nc31)C2(C)C (stereo not drawn)	2	-3	-2	-2	0	1	-1	1.3	-2
O=c1c2ccccc2oc2c1oc1ccccc12	-10	-9	-1	0	-2	3	-2	-11	-5
CCn1c(CSCc2ccc(C)cc2)nnc1SCC(=O)NCc1ccccc1	-4	-3	-4	11	2	3	-6	-2.5	-3
CC(C)C1C2=C(CC(C)(C)CC2=O)ON1c1ccccc1 (stereo not drawn)	-2	-11	1	-2	-6	3	0	-3.1	-3
O=C1CCCCCCC1Sc1ccccc1[N+](=O)[O-] (stereo not drawn)	4	0	0	1	-11	-9	-5	-1.7	-1
COc1ccccc1C(=O)Nc1ccc2c(c1)C(=O)NC2=O	-3	-7	3	1	0	8	1	-2.5	0
CCc1nc2c(cnn2-c2ccc(Cl)cc2)c(=O)n1-c1ccc(OC)cc1	-7	-16	8	1	-1	0	3	1.5	-5
CC(=O)Nc1ccc(NC(=O)/C=C/c2ccc3c(c2)OCO3)cc1	0	1	4	3	-5	-5	-15	-1.6	24
Cc1oc2cc(O)ccc2c(=O)c1Oc1ccccc1Br	3	-1	2	0	-2	0	-5	-1.9	1
CCN(CC)C(=O)CSc1nnc(COc2ccccc2)n1CC	9	4	-6	1	0	1	-1	-1.1	1
